# From PubChem
# NR2F2 inh: inhibitors of human COUP-TFII (NR2F2); 370,000 compounds, 0.7% hits; AID 686940; inhibition, % at 8.6 µM; HEK293T NGFI-A luciferase reporter, luminescence;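 active = inhibition above a per-plate cutoff, mean inhibition of test wells between control levels plus 3 SD, cut at about 38% in these data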;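 note: cells cotransfected with COUP-TFII expression vector driving the NGFI-A reporter; 0% = median of COUP-TF2 test wells and 100% = reporter-only cells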
# EBV LMP1 NFkB: reduces LMP1-driven NF-kappaB luciferase signal; LMP1-induced NF-kappaB luciferase reporter cells, luminescence; inhibition, % at 12.5 µM; 350,000 compounds, 0.69% hits; AID 504558; in the data active = inhibition above about 41%;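 note: 0% = neutral control wells and 100% = reference inhibitor control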
# TLR9-MyD88 inh: blocks human TLR9 binding to MyD88. Q9NR96+Q99836. CHO BLA complementation TLR9-MyD88, CCF4 FRET ratio. inhibition, % at 4.98 µM. 340,000 compounds, 0.21% hits. AID 504734;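 active = inhibition above the mean over all tested compounds plus 3 SD, cut at about 21% in these data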;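 note: 0% = DMSO only wells and 100% = clavulanate BLA inhibitor control wells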
# NCOA2 inhibitor: inhibits human steroid receptor coactivator 2; AID 651957; 370,000 compounds, 0.17% hits; inhibition, % at 9 µM; HEK293 GAL4-SRC2 luciferase reporter, luminescence;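 active = inhibition above the mean inhibition of all tested compounds plus 3 SD, set per campaign, cut at about 52% in these data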;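 note: 0% = DMSO treated cells and 100% = cells given Gossypol at 36 µM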
# MC4R antag cAMP: human MC4R antagonism in cAMP assay; P32245; 360,000 compounds, 0.48% hits; inhibition, % at 6.5 µM; MC4R-expressing cells, MTII-stimulated cAMP, LANCE TR-FRET;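 active = inhibition above its plate's cutoff, the mean of tested wells on that plate plus 3 SD, cut at about 29% in these data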;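 note: 0% = Melanotan II alone and 100% = Melanotan II plus saturating MCL0020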
#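 system = U2OS cells with stable human MC4R expression | also added = Melanotan II challenge after compound preincubation | dosing = one concentration, 6.5 µM nominal | incubation = compound 30 min, challenge 1 h, detection 1 h | measured by = TR-FRET with Eu-cAMP and labeled anti-cAMP, 671 nm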
# NOD2-RIPK2 inh: blocks binding of human NOD2 to RIPK2 | O43353 | CHO BLA complementation NOD2-RIPK2, CCF4 ratio | inhibition, % at 4.98 µM | 360,000 compounds, 0.38% hits | AID 624267; in the data active = inhibition above about 21%;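 note: 0% = vehicle only and 100% = reference blocker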
# Target sequence (O43353 whole entry, looked up): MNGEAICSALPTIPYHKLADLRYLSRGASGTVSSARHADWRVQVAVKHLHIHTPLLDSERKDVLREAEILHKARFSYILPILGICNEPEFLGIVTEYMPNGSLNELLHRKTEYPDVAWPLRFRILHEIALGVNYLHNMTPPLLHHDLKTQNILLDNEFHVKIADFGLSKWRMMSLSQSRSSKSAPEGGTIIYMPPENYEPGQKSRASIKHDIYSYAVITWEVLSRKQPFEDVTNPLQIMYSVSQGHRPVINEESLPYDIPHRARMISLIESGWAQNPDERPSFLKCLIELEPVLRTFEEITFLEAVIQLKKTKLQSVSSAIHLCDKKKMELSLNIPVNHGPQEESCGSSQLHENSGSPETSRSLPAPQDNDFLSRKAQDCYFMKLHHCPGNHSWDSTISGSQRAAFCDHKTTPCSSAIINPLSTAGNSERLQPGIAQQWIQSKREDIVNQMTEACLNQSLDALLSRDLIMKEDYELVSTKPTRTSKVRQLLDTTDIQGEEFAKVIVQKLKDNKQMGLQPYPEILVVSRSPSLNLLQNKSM
# SRC3 inh: inhibitors of human steroid receptor coactivator 3 (SRC3); HEK293 GAL4-SRC3 luciferase reporter, luminescence; inhibition, % at 3.6 µM; 360,000 compounds, 0.17% hits; AID 588352;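 active = inhibition above a per-campaign cutoff, the mean of all compounds plus 3 SD, cut at about 60% in these data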;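 note: 0% = DMSO-treated cells and 100% = gossypol-treated cells at 36 µM; higher means less SRC3-driven luciferase light from the GAL4 reporter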
# MC4R barr agon: human MC4R agonism via beta-arrestin; P32245; U2OS MC4R beta-arrestin complementation, luminescence; percent of melanotan II response, DMSO zero; activation, % at 8.9 µM; 360,000 compounds, 0.98% hits;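 active = activation above a per-plate cutoff, the mean activation of sample wells on that plate plus 3 SD, cut at about 8% in these data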
# SRC1 inh: inhibitors of human steroid receptor coactivator 1 (SRC1); Q15788; inhibition, % at 3.6 µM; HEK293 GAL4-SRC1 luciferase reporter, luminescence; AID 588354; 360,000 compounds, 0.12% hits;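 active = inhibition above the campaign mean plus 3 SD, with each screening campaign given its own cutoff, cut at about 60% in these data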;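 note: 0% = DMSO treated cells and 100% = gossypol at 36 µM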
# ABHD5 PLIN5 PPI: inhibitors of human ABHD5-perilipin-5 interaction. Q00G26+Q8WTS1. Split G. princeps luciferase complementation, luminescence, 4 h. inhibition, % at 4 µM. 360,000 compounds, 0.78% hits;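 active = inhibition above the mean inhibition across every tested compound plus 3 SD, cut at about 22% in these data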;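 note: 0% = DMSO only wells and the 100% control is not disclosed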
# LRH-1 inv ag: inverse agonists of human LRH-1 (NR5A2); O00482; HEK293T StAR-luciferase reporter, LRH-1 transfected, 24 h; inhibition, % at 3.6 µM; 360,000 compounds, 0.13% hits; AID 602396;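 active = inhibition above the mean inhibition of all tested compounds plus 3 SD, cut at about 73% in these data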;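 note: 0% = DMSO wells and 100% = reporter-only cells lacking LRH-1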
# Target sequence (O00482 whole entry, looked up): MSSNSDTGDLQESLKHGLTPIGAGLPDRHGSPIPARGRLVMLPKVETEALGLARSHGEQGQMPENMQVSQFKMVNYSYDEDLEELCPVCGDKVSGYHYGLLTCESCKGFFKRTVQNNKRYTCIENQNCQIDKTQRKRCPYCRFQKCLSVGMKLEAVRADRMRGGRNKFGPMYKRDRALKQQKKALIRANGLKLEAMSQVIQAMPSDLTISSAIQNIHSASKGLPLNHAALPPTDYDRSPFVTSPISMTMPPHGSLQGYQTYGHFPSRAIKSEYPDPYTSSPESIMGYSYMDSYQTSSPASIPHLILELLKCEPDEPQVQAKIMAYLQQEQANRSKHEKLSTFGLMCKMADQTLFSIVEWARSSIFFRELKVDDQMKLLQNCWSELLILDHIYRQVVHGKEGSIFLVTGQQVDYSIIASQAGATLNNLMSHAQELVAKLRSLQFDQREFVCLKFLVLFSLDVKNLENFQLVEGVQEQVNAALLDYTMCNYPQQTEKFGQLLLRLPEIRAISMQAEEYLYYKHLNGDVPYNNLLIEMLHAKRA
# The depositor's hits bear a star; nt = no result given.
SMILES,NR2F2 inh,EBV LMP1 NFkB,TLR9-MyD88 inh,NCOA2 inhibitor,MC4R antag cAMP,NOD2-RIPK2 inh,SRC3 inh,MC4R barr agon,SRC1 inh,ABHD5 PLIN5 PPI,LRH-1 inv ag
O=C(CN1CCN(C(c2ccccc2)c2ccccc2)CC1)NC(=O)NCc1ccco1,14.8,-5.9,3.9,-2.2,4.4,5.3,6.3,-0.7,-5.9,-3.9,-3.5
Cc1cc(=O)oc2cc(OCC(=O)NCCCN3CCCC3=O)ccc12,-7.2,2.2,8.9,-23.8,6.3,11.1,-31.0,-0.1,1.0,-1.6,1.2
Cc1nnc(NC(=O)CCCCCN2C(=O)C3C4C=CC(C4)C3C2=O)s1 (configuration not stated),12.0,-8.7,-0.1,-8.4,2.7,-2.6,-4.7,1.1,-13.2,-6.8,7.3
CCN1CCN(C(=S)NCc2ccc(C)cc2)CC1,-11.6,-2.8,5.0,-2.9,4.3,-2.4,-1.7,0.0,4.3,0.9,-4.0
CN1CCN(c2ccc(NC(=O)c3ccc([N+](=O)[O-])o3)cc2Cl)CC1,-66.9,-48.9,8.6,-21.7,11.1,23.3*,-93.6,-0.5,-63.4,0.5,21.7
COc1ccc(N2CC(C(=O)N3CCN(C)CC3)CC2=O)cc1 (configuration not stated),-11.5,-0.9,1.6,-36.6,10.5,-9.7,-1.3,-0.1,-4.2,0.5,-0.5
CC(NC(=O)c1ccco1)C1CCCO1 (configuration not stated),4.1,-6.3,1.0,-3.0,6.5,-5.9,3.9,-1.5,-0.2,7.8,12.6
CC(C)C[C@H]1CN([C@@H](Cc2ccc(O)cc2)CN2CCC[C@H]2CN2C(=O)C(=O)NC[C@@H]2Cc2ccc(O)cc2)C(=O)C(=O)N1CCc1ccccc1,14.2,nt,nt,10.6,nt,0.6,nt,nt,nt,14.2,-14.8
CC1=C(C(=O)Nc2ccccc2C)C(c2ccccc2)NC(=O)N1 (configuration not stated),-19.4,1.8,-3.7,2.8,-1.7,-1.2,13.0,-2.0,-3.5,-3.9,9.9
COc1ccc(CNC(=O)CN(C)CC(=O)Nc2ccccc2Br)cc1,1.0,-1.7,0.9,-5.8,1.8,-2.4,31.2,0.1,-4.0,0.2,6.8
NS(=O)(=O)c1ccc(CNC(=O)c2ccc(Cl)cc2[N+](=O)[O-])cc1,-6.8,-10.2,-8.8,4.4,4.8,-7.1,5.6,-0.8,-2.6,-2.0,-9.1
COc1ccc(OC)c(C(=O)Nc2c(O)ccc3ccccc23)c1,11.3,-11.6,-1.2,-19.6,-3.3,-6.7,2.9,0.8,2.8,5.1,19.3
CC(Oc1ccc2c3c(c(=O)oc2c1)CCC3)C(=O)NCCN1CCOCC1 (configuration not stated),-0.3,-3.1,-3.0,-24.0,0.5,-5.0,18.3,-2.9,-33.7,-7.9,5.8
CCNC(=S)N/N=C(\C)c1cc2ccccc2o1,-17.9,-2.6,-2.2,-12.0,2.4,-12.0,-24.1,-0.6,-24.7,1.7,-30.4
COc1ccc(-n2nnnc2C(C2CC2)N2CCN(C/C=C/c3ccccc3)CC2)cc1 (configuration not stated),-8.2,nt,nt,-3.5,nt,3.4,-21.4,nt,8.3,3.6,12.3
COCC(=O)N1CCC(Oc2ccc(C(=O)N[C@H](C(=O)OC)C(C)C)cc2)CC1,-14.8,0.4,-8.3,2.3,17.8,-1.1,-7.0,-2.0,0.0,2.5,-7.7
CCC(NC(=O)C1CCC1)c1ccccc1 (configuration not stated),-0.2,2.6,-4.6,-35.2,-2.2,-3.1,-4.1,-1.6,-9.3,0.7,-15.7
N#CCCN1CCN(C2=NC(=O)/C(=C\c3cccs3)S2)CC1,4.8,-6.4,-3.7,-32.2,-26.9,-1.5,-1.0,-0.5,3.2,4.2,-8.9
Cc1cccc(N(Cc2nnc3n2CCCCC3)C(=O)Nc2ccccc2)c1,1.9,-4.5,0.4,10.8,1.3,-11.4,-7.0,-3.7,-0.4,-0.6,-7.0
Cc1ccc(S(=O)(=O)NC(CC(C)C)C(=O)N2CCCC2)cc1 (configuration not stated),12.7,5.2,7.8,9.7,1.4,3.9,-10.8,-1.0,-20.6,-1.4,17.8
Cc1c(O)c(CN2CCCC2)cc2c1oc(=O)c1ccccc12,-4.4,-4.7,-10.1,-6.1,1.3,1.2,7.2,0.4,-6.4,5.6,1.5
CCCNC(=O)C(Cc1ccc(F)cc1)NC(=O)c1ccccc1 (configuration not stated),-8.9,5.6,-5.4,2.8,-2.4,-0.5,3.6,0.5,-4.2,4.7,-26.3
Cc1cccnc1NC(=O)c1c(O)c2ccccc2n(C)c1=O,-19.4,-17.8,1.9,-16.1,2.7,-10.7,-3.6,0.3,-9.0,9.3,-0.2
Cc1ccc(C(=O)Nc2nnc(S(=O)(=O)N3CCOCC3)s2)cc1,0.0,-0.5,-4.8,1.2,10.4,-4.6,-26.1,0.1,-24.3,-7.1,15.8
O=S(=O)(NC1C2CC3CC(C2)CC1C3)c1ccccc1 (configuration not stated),8.9,-9.0,1.0,16.2,9.9,5.3,12.4,0.2,-8.1,6.2,10.9
SMILES,NR2F2 inh,EBV LMP1 NFkB,TLR9-MyD88 inh,NCOA2 inhibitor,MC4R antag cAMP,NOD2-RIPK2 inh,SRC3 inh,MC4R barr agon,SRC1 inh,ABHD5 PLIN5 PPI,LRH-1 inv ag
CCOC(=O)c1sc(NC(=O)CSc2nc(C)cc(-c3ccccc3)n2)c(C#N)c1C,8.8,-0.3,-0.2,-2.5,6.5,1.1,0.9,-1.7,-2.5,3.6,-1.1
Cc1ccc(O)c(C(=O)c2cnn(C(=O)c3cccc(S(=O)(=O)N(C)C)c3)c2)c1,-5.1,-6.7,-11.4,8.2,0.3,-9.2,-3.9,-0.7,23.2,-2.8,-1.9
CC(C)(C)c1ccc(C(=O)Cn2nc(C(=O)O)c3ccccc3c2=O)cc1,9.4,1.5,-1.3,-0.1,0.9,2.1,17.3,8.7*,-6.0,-3.4,-2.3
Nc1nc(CN2CCN(Cc3ccc4c(c3)OCO4)CC2)nc(Nc2ccccc2)n1,-1.2,6.0,5.6,12.0,-1.9,-9.3,5.8,0.0,1.7,7.5,-17.4
CCCN1C(=O)/C(=N\OCC(=O)NC23CC4CC(CC(C4)C2)C3)c2ccccc21,-7.5,3.4,-6.6,-15.7,-1.0,8.6,1.9,-1.5,-7.6,0.0,-5.2
Cc1nc2c3ccccc3nc(NNC(=O)CCC(=O)N3CCC(C)CC3)n2n1,-17.6,-3.8,4.2,3.1,2.4,-6.3,-1.1,0.0,-2.4,-2.0,5.9
Cc1cc(C)nc(Nc2n[nH]c(C)n2)n1,-4.7,-4.8,1.4,13.3,15.0,2.3,12.3,-3.1,-12.3,-0.3,-5.5
CC1(C)C(=O)OC(c2c3ccccc3cc3ccccc23)C(C)(C)C1=O (configuration not stated),-6.8,3.0,-1.7,7.0,3.5,-1.3,17.9,-3.3,12.7,-11.9,-16.7
S=C(Nc1cccc2ccccc12)N1CCN(c2ncccn2)CC1,-21.9,-15.5,-0.1,-27.9,-1.9,-3.1,-13.3,-1.4,-23.0,-16.6,-6.5
Cc1ccc(S(=O)(=O)N(CC(=O)NCC2CCCO2)c2cccc([N+](=O)[O-])c2)cc1 (configuration not stated),-0.5,-3.0,-11.6,-26.6,-2.7,-1.1,24.0,-2.3,21.1,-2.2,-11.6
COc1c(Cl)cc(-c2noc(C)c2C(=O)NCCc2ccc(C)cc2)cc1Cl,4.0,9.2,-6.9,-23.4,1.5,7.8,18.9,0.6,10.6,-0.2,9.1
S=C(Nc1ccc2nsnc2c1)N1CCCCCC1,-29.0,-11.4,10.3,-39.5,-0.1,6.0,-66.6,1.6,-114.4,-19.4,-104.7
Cc1cc(=O)oc2c1c(C)nn2-c1cccc(Cl)c1,7.9,2.0,-2.5,-1.3,-3.1,4.3,19.3,-1.3,12.2,3.3,6.2
Cc1ccc(-c2nc(CN3CCCCC3CCN3CCCC3=O)c(C)o2)o1 (configuration not stated),14.0,9.0,0.7,-9.8,-6.7,2.3,6.1,-0.2,1.9,-1.9,6.7
O=S(=O)(c1ccc(NCC2CCCCC2)nc1)N1CCOCC1,-0.1,3.9,-4.0,-7.0,3.9,-7.6,-3.9,1.1,-8.2,-8.6,-24.8
COc1ccc(C(=O)NCC(=O)OCC(=O)NCc2cccs2)cc1,-7.4,3.7,0.6,-27.5,16.8,-4.0,-9.3,2.2,4.6,-0.5,-2.7
O=C(/C=C/c1ccc(Cl)cc1)N(Cc1ccccc1)C1CCS(=O)(=O)C1 (configuration not stated),-6.7,6.6,9.4,0.1,2.4,-6.3,-29.4,0.8,7.8,0.1,-10.6
COCCCNC(=S)N/N=C/c1ccc2c(c1)OCO2,-31.7,5.7,nt,24.0,6.0,-15.1,-3.5,-0.4,-29.0,-7.3,-41.8
CSc1nc2c(c(-c3ccc(O)cc3)c1C#N)CCC2,5.8,4.8,-2.4,-15.4,-2.4,-2.2,-1.9,7.8,7.4,1.7,3.2
COc1cc(CCC(=O)N2CCN(c3ccccc3Cl)CC2)cc(OC)c1OC,10.0,-6.0,-3.5,17.8,-7.5,-16.1,10.2,-1.1,-7.1,-1.2,14.4
Cn1c(=O)c2ncn(CC(=O)NCCOc3ccccc3)c2n(C)c1=O,12.6,-1.9,-4.3,-24.3,12.2,-2.5,11.3,-0.9,-5.5,4.3,-0.4
Cc1ccoc1C(=O)N1CCCC(CCC(=O)N2CCN(c3ccccn3)CC2)C1 (configuration not stated),-15.0,7.3,-4.0,-18.1,30.7*,3.0,16.0,0.1,-43.1,0.9,6.2
CCn1c(SCC(=O)NNC(=O)c2ccco2)nnc1-c1ccco1,19.2,-2.3,2.8,-6.1,21.5,-5.9,12.6,3.4,21.1,-0.1,3.0
CCOC(=O)C1=C(CN2CCOCC2)NC(=O)NC1c1cccc([N+](=O)[O-])c1 (configuration not stated),10.9,-2.9,-1.8,-15.8,14.7,-8.1,7.0,-1.7,11.7,0.7,11.3
COc1ccc(-c2cc(=O)n(-c3nc4ccccc4[nH]3)[nH]2)cc1,-23.8,-13.4,-7.2,6.7,-3.3,8.7,-16.1,-3.1,-22.3,6.8,-13.8

# MC4R antag cAMP: hit marks shown above.
SMILES,NR2F2 inh,EBV LMP1 NFkB,TLR9-MyD88 inh,NCOA2 inhibitor,MC4R antag cAMP,NOD2-RIPK2 inh,SRC3 inh,MC4R barr agon,SRC1 inh,ABHD5 PLIN5 PPI,LRH-1 inv ag
Cc1ccoc1C(=O)N1CCCC(CCC(=O)N2CCN(c3ccccn3)CC2)C1 (configuration not stated),-15.0,7.3,-4.0,-18.1,30.7*,3.0,16.0,0.1,-43.1,0.9,6.2

# Only part of the results is shown; the hit share may differ from the screen's.
